KLF5 inhibitor: KLF5 expression inhibitors, primary screen, DLD-1 cells, luminescence | DLD-1 KLF5 promoter-luciferase reporter | inhibition, % at 5 µM | 0.23% of 290,000 active;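 active = inhibition above a per-plate limit of that plate's mean compound inhibition plus 3 SD, cut at about 60% in these data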;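 also: 0% = DMSO wells and 100% = LY294002 at 200 µM; higher means less KLF5 promoter-driven luciferase light; inactives centre near -14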
HSF-1 act: HSF-1 activators, primary screen, NIH3T3-HGL cells, MG132 stress, luminescence, single point; activation, % at 9 µM; NIH3T3-HGL HSF-1 luciferase reporter, 8 h; 100% = twice DMSO control signal; 1.7% of 300,000 active;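 active = mean replicate activation of at least 50% with a set share of replicates each reaching 50%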;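 also: 0% = median of the neutral control wells and 100% = twice that signal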
HSP90 inh: HSP90 inhibitors, primary screen, cell lysate, luminescence; Rabbit reticulocyte lysate, luciferase refolding luminescence, 3 h; 0.91% of 290,000 active; inhibition, % at 5.6 µM; Heat shock protein HSP 90 (rabbit reticulocyte lysate; luciferase refolding);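 active = inhibition above the screen-wide mean plus 3 SD, computed separately per campaign, cut at about 16% in these data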;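 also: 0% = DMSO wells and 100% = 60 µM geldanamycin wells; inhibitors lower the luminescence because luciferase stays unfolded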
HIF act: HIF pathway transcriptional activators, primary screen, cell-based, U2OS HRE-luciferase, luminescence | U2OS HRE-luciferase reporter; normalized: DMSO 0%, desferrioxamine 100% | activation, % at 7.5 µM (by protocol) | 0.32% of 300,000 active | AID 1910, 2009;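 active = mean activation of at least 10% of the iron chelator positive control signal, with at least half of replicates also reaching 10%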
GSK3 alpha inh: blockers of GSK3A enzyme activity – biochemical, luminescence, cell-free homogeneous, HTS, primary screen | 0.1% of 320,000 active | AID 2650, 2010 | Glycogen synthase kinase-3 alpha (Homo sapiens), P49840 | GSK-3 alpha kinase, ADP-Glo luminescence, 60 min | inhibition, % at 10 µM;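 in the data active = inhibition above about 50%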;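 also: GST-tagged GSK-3 alpha with peptide substrate and 25 µM ATP; 0% = DMSO neutral wells and 100% = GW8510 positive control wells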
Target sequence (P49840 whole entry, looked up): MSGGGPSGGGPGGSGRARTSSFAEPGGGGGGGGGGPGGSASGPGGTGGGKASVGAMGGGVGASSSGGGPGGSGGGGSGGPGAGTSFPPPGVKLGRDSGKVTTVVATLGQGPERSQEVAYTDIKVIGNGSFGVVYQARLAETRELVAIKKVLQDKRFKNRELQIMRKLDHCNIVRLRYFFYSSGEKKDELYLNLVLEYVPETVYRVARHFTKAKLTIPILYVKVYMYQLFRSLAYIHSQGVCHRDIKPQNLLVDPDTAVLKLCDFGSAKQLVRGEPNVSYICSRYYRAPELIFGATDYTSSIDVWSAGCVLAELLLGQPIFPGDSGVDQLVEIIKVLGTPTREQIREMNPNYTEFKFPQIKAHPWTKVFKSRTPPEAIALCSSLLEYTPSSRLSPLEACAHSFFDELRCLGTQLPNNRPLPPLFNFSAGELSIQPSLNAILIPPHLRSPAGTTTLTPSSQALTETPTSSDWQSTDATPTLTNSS
AI-2 QS modul: Vibrio harveyi AI-2 quorum sensing modulators, primary screen, JMH597 strain, luminescence/OD600 ratio. Vibrio harveyi JMH597 AI-2 luminescence/OD600 ratio, 9 h; active compounds read low; strain lacks LuxN and CqsS sensors; 0 = neutral-control median. activity change, % at 7.5 µM. 0.4% of 300,000 active; in the data active = activity change below about -75%, passing the limit was not always enough;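 also: luminescence divided by OD600 gain over 9 h not by final OD600 alone; inactives centre near 13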
HSF1 inhib: HSF1 inhibitors in luciferase reporter cells, primary screen, cell-based, NIH3T3, luminescence. 0.77% of 300,000 active. activity change, negative = inhibition, % at 7.5 µM (by protocol). AID 2098, 2009. NIH3T3-HGL HSE-luciferase, MG132-induced, luminescence 8 h; active compounds read low;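 active = more than half of replicate wells show activity change below -50%, luminescence cut by over half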;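 also: luciferase reports HSF-1 transcriptional activity via heat shock element; 0% = median of DMSO wells and -100% = zero luminescence signal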
IEC-6 cytotox: cytotoxicity in IEC-6 intestinal epithelial cells, primary screen, cytotoxicity control for KLF5 inhibitor project, cell-based, luminescence | IEC-6 cytotoxicity, luminescence viability | 0.78% of 290,000 active | inhibition, % at 5 µM; in the data active = inhibition above about 22%;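 also: 0% = plate median of test compound wells and 100% = cytotoxic reference compound wells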
GSK3beta inhib: human GSK3beta kinase inhibitors, primary screen, biochemical, cell-free homogeneous, HTS | GST-GSK3beta kinase, ADP-Glo luminescence, 60 min; active compounds read low | 0.038% of 300,000 active | Glycogen synthase kinase-3 beta (Homo sapiens), P49841 | activity score (negative = inhibition), % at 10 µM;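 active = more than half of replicate wells score below -50%, meaning over 50% inhibition versus plate controls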;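 also: 0% = median DMSO wells and -100% = median GW8510 positive control wells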
Target sequence (P49841 whole entry, looked up): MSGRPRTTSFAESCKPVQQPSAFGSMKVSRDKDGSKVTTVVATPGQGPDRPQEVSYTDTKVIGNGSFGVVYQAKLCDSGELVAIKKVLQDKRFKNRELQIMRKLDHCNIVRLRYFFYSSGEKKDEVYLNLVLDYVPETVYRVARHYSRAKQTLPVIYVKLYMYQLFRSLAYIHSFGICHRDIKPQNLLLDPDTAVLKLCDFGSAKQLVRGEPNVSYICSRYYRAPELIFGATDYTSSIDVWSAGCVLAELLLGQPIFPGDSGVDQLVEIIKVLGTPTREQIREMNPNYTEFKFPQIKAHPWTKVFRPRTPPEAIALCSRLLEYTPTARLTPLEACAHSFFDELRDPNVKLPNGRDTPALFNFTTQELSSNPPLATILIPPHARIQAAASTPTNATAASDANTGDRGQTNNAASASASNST
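test system = GST-tagged human GSK3beta kinase, cell-free | reagent = 25 µM ATP with peptide substrate | dosing = one dose of 10 µM per compound | schedule = 60 min reaction, RT | detection = luminescent ADP-Glo measurement of ADP formed | control set = DMSO neutral wells and GW8510 at 20 µM as positive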
aSyn 5UTR inh: MLPCN primary screen, SNCA 5' untranslated region; alpha-synuclein 5'UTR reporter, inhibitor activity; inhibition, % (tested at 7.5 µM); 0.82% of 300,000 active; in the data active = inhibition above about 60%;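 also: H4 neuroglioblastoma cells stably carrying SNCA 5'UTR luciferase fusion; 0% = DMSO wells and 100% = positive control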
Numbers without * were called inactive; · = no result given.

SMILES | KLF5 inhibitor | HSF-1 act | HSP90 inh | HIF act | GSK3 alpha inh | AI-2 QS modul | HSF1 inhib | IEC-6 cytotox | GSK3beta inhib | aSyn 5UTR inh
COCCN(C(=O)COC(=O)COc1ccc2c(c1)CCC2)c1c(N)n(Cc2ccccc2)c(=O)[nH]c1=O | · | 1 | · | -0.4 | -3 | 14 | -1 | · | 0 | 3
COc1ccc(CN(CC(=O)NCC2CCCO2)C(=O)CNS(=O)(=O)c2ccccc2)cc1 (stereo unspecified) | -15 | -8 | 1 | 0.0 | -2 | -5 | 2 | 0 | -3 | -3
O=C(N/N=C/c1ccccc1F)c1ccc(COc2ccccc2Cl)o1 | 13 | 12 | -4 | 0.0 | -1 | 11 | -8 | 5 | -2 | -13
Cc1ccc(OCC(=O)Nc2cccc3c2CCCC3)cc1C | -2 | 22 | 1 | -0.1 | -4 | 14 | 0 | 0 | 1 | 11
O=C(CCNC(=O)c1ccccc1)Nc1cccnc1 | -42 | -8 | 7 | 0.2 | -1 | 5 | -3 | 5 | -4 | 3
CCCc1nc(-c2cc3cc(C)ccc3[nH]c2=O)no1 | -26 | -6 | 5 | 0.0 | 2 | 31 | -1 | 4 | 0 | 7
Cc1onc(-c2ccccc2Cl)c1C(=O)N(C)CC(=O)Nc1ccc(F)c(F)c1F | · | -5 | · | -1.6 | -3 | 3 | 4 | · | 3 | 23
O=C(O)c1ccccc1C(=O)N1CCN(c2ccccc2)CC1 | -14 | -6 | -1 | 0.0 | -1 | 41 | 1 | 4 | 1 | 20
Cc1nc(-c2cccc(S(=O)(=O)N3CCOCC3)c2)cs1 | -12 | -1 | 2 | 0.1 | -1 | 38 | -3 | 1 | 1 | -4
O=C1CSC(c2ccc([N+](=O)[O-])cc2)N1c1ccc(O)cc1 (stereo unspecified) | 13 | 34 | 2 | 0.2 | 0 | 2 | -1 | -3 | -3 | 18
Cc1ccc(C)c(-c2nnc(NC(=O)C3=COCCO3)o2)c1 | · | 2 | · | 0.3 | -1 | 39 | 7 | · | -2 | -10
CC1C(=O)CCC1(C(=O)O)c1ccccc1 (stereo unspecified) | 6 | -3 | 1 | -0.4 | -4 | 23 | -7 | 2 | 5 | -16
CSCCC(NC(=O)COc1ccccc1)C(=O)N1CCN(c2ccccc2O)CC1 (stereo unspecified) | · | -1 | · | 0.6 | -1 | 12 | 0 | · | -2 | 1
CCOC(=O)c1c(NC(=O)c2ccco2)sc2c1CCCCC2 | -4 | -6 | -6 | 0.0 | -1 | 17 | -1 | 11 | -4 | -6
CCOC(=O)c1ccc(NC(=O)Nc2cc(C)on2)cc1 | -42 | 0 | -6 | 0.9 | 2 | 9 | 0 | 0 | -2 | -32

Two records picked at random from those above, as already listed:
SMILES | KLF5 inhibitor | HSF-1 act | HSP90 inh | HIF act | GSK3 alpha inh | AI-2 QS modul | HSF1 inhib | IEC-6 cytotox | GSK3beta inhib | aSyn 5UTR inh
Cc1ccc(OCC(=O)Nc2cccc3c2CCCC3)cc1C | -2 | 22 | 1 | -0.1 | -4 | 14 | 0 | 0 | 1 | 11
CSCCC(NC(=O)COc1ccccc1)C(=O)N1CCN(c2ccccc2O)CC1 (stereo unspecified) | · | -1 | · | 0.6 | -1 | 12 | 0 | · | -2 | 1

The results go on.
SMILES | KLF5 inhibitor | HSF-1 act | HSP90 inh | HIF act | GSK3 alpha inh | AI-2 QS modul | HSF1 inhib | IEC-6 cytotox | GSK3beta inhib | aSyn 5UTR inh
COC(=O)[C@@H](NC(=O)NCc1ccc(F)cc1)C(C)C | -17 | -5 | -1 | -0.2 | -6 | 29 | -8 | -4 | 4 | 9
COc1ccc(-c2c(C(=O)O)c(C(=O)O)c3n2CCC3)cc1 | -20 | 10 | 3 | -1.4 | -3 | 23 | 5 | -4 | 1 | 9
CCC1(C)Nc2ccccc2C(=O)N1O (stereo unspecified) | -19 | 0 | -2 | -0.3 | 2 | 11 | -15 | 4 | 5 | 22
Cc1c(/C=N/O)c2ccccn2c1C(=O)c1ccc(F)cc1 | -24 | 2 | 2 | -28 | 5 | 21 | -9 | 8 | -2 | 30
CC(C)N(C(=O)/C=C/c1cccc([N+](=O)[O-])c1)C(C)C | -8 | -1 | -7 | -0.4 | · | 0 | -9 | 1 | 2 | 17
Cc1ccccc1N1CCN(S(=O)(=O)c2nnc(NC(=O)CC(C)C)s2)CC1 | -3 | -5 | -1 | -0.3 | -1 | 19 | 1 | -2 | 0 | -16
CC(NC(=O)CSc1nc2ccccc2c(=O)n1CCCO)c1ccccc1 (stereo unspecified) | -16 | 13 | 2 | 0.2 | -3 | 11 | 3 | 0 | 1 | 0
Cc1cc2n(n1)C(c1sccc1C)Nc1ccccc1-2 (stereo unspecified) | -13 | · | -1 | -0.3 | 2 | 17 | · | -1 | -6 | -4
COc1ccccc1C1C(C(N)=O)=C(C)Nc2nc(-c3ccc(Cl)cc3)nn21 (stereo unspecified) | -20 | 2 | 1 | -0.1 | 1 | 10 | -6 | -6 | 0 | -2
CCOc1ccc(OCCOCCN2CCOCC2)cc1 | -19 | -8 | -1 | -0.7 | -2 | 17 | 3 | 11 | 5 | -3
COc1ccc(N2CCN(C(=O)CNC(=O)c3ccccc3Cl)CC2)cc1 | 2 | 1 | -1 | 0.0 | -2 | 14 | -1 | 1 | 2 | -2
Cc1cc(N)n2nc(-c3ccccc3)c(-c3ccccc3)c2n1 | -10 | -22 | 7 | 1.1 | -1 | 3 | -10 | 11 | -7 | 6
C1CCN(c2nc3nonc3nc2N2CCCCC2)CC1 | -4 | 13 | 7 | -0.1 | -3 | 21 | 0 | 6 | 1 | 22
COC(=O)C(NC(=O)c1ccccc1)=C1CCCCC1 | 30 | 3 | 3 | 0.0 | -2 | 7 | -1 | 12 | 3 | -15
CCOC(=O)CN1CC23C=CC(O2)C(C(=O)NC2CCCC2)C3C1=O (stereo unspecified) | -5 | -17 | -3 | -0.1 | 0 | 21 | -6 | -5 | 4 | 20
Cc1nc(C)n(CC(O)COc2ccc3cc(Br)ccc3c2)n1 (stereo unspecified) | -10 | -5 | 1 | -0.3 | -2 | 23 | -2 | 4 | 3 | 22
O=C(NCC1COCCO1)c1ccc2nc(Cc3cccc(Cl)c3)oc2c1 (stereo unspecified) | -18 | 8 | -2 | 0.6 | 0 | 53 | 16 | 2 | 2 | 1
Cc1nnc(SC(C)C(=O)Nc2ccc3ccccc3c2)[nH]c1=O (stereo unspecified) | -11 | 0 | -5 | 0.2 | -7 | 19 | -10 | 1 | 7 | 14
CCc1ccc2[nH]c3nc(C)cc(C)c3c(=O)c2c1 | -6 | 45 | -6 | 2.9 | -2 | 36 | 17 | 1 | 0 | -232
CCC(C)[C@H](NC(=O)N1CCCCC1)C(=O)OC (stereo partly specified) | -1 | 7 | -3 | -0.5 | -3 | -26 | -1 | 2 | 1 | -10
CCOC(=O)[C@@H]1[C@H]2COc3ccc(Br)cc3[C@@H]2N2C(=O)N(c3ccc(F)cc3)C(=O)[C@]12C | 3 | 0 | 7 | 2.5 | 1 | 33 | 5 | -1 | -4 | 17
Cc1ccc(NC(=O)CCS(=O)(=O)c2cccc3nonc23)c(Br)c1 | -25 | 10 | 2 | 0.1 | -2 | 9 | 3 | 2 | -1 | 9
Cc1ccc(C(=O)C[n+]2cccc3ccccc32)cc1 | -32 | 6 | 0 | -0.7 | 0 | 8 | -4 | 0 | 2 | -40
COc1ccc(NC(=S)N(Cc2cccc(Br)c2)CC2CCC(C(=O)O)CC2)cc1 (stereo unspecified) | -1 | 20 | -1 | 0.5 | -2 | 35 | 4 | 0 | 4 | -5
CCc1nc(SCC(=O)OC)c2c3c(sc2n1)COC(C)(C)C3 | -27 | -15 | 2 | -0.4 | -1 | 4 | -4 | 2 | 0 | 6
CCN1CCN(c2ccc(S(=O)(=O)N3CCCCC3)cc2NC(=O)c2ccc(C)o2)CC1 | · | 1 | · | -0.3 | 0 | -4 | -1 | · | 9 | 24
COc1ccc(COCCN2CCN(S(=O)(=O)c3ccc(C)cc3)CCC2=O)cc1 | 8 | 10 | -1 | 0.5 | -2 | 7 | -6 | 2 | 0 | 22
O=C(N/C(=C\c1ccc(F)cc1)C(=O)N1CCCCCC1)c1ccccc1 | -4 | 8 | -3 | -0.9 | -1 | 4 | 6 | -5 | 1 | -9
Cc1oc2ccc(OC(=O)COc3c(F)c(F)c(F)c(F)c3F)cc2c1C(=O)OC(C)C | -7 | 1 | 4 | 0.5 | 1 | 25 | -4 | 4 | -3 | -27
Cc1cccc(OCC(O)Cn2c(=N)n(CCN3CCCCC3)c3ccccc32)c1 (stereo unspecified) | -18 | 2 | 7 | -0.4 | 4 | 10 | 6 | 6 | -6 | -59
Cc1cccc(-n2c(C)cc(C(=S)N3CCOCC3)c2C)c1C | 14 | 12 | 0 | 0.2 | -3 | 2 | 2 | 0 | 0 | -2
Cc1ccc(-c2cc(C(=O)N/N=C/c3c(C)nn(-c4ccccc4)c3C)[nH]n2)cc1 | -7 | -14 | 1 | 1.2 | · | 13 | -13 | 4 | 2 | 66*
CN1C(=O)[C@H]2[C@@H](/C=C/c3ccccc3)N3C(=O)CN(Cc4ccccc4)C(=O)[C@@]3(C)[C@H]2C1=O | -27 | -3 | -5 | 0.0 | -1 | 18 | 1 | -2 | 0 | 20
CCn1c(C)[n+](CCOC(C)=O)c2cc(Cl)c(Cl)cc21 | -21 | 7 | -6 | -54 | -3 | 14 | -2 | 1 | 3 | 1
O=C(Nc1ccc(Cl)cc1Cl)c1ccc2ncsc2c1 | -176 | 18 | -3 | 2.1 | 0 | 6 | 19 | -1 | -2 | -177
Cc1[nH]c2ccc3ncccc3c2c1C | -53 | 12 | 2 | 1.1 | 2 | 2 | -6 | 3 | -1 | 7
CC1CCc2[nH]c3ccc(C(=O)N(C)CC(=O)Nc4ccccc4C(F)(F)F)cc3c2C1 (stereo unspecified) | · | 6 | · | -0.2 | -1 | 14 | 10 | · | 3 | -9
CN(C)CCn1cnc2c1c(=O)[nH]c(=O)n2Cc1ccccc1 | -3 | 0 | -1 | -8.0 | -2 | 16 | -2 | -2 | 1 | 4
O=C1N=C(N2CCCCC2)S/C1=C\c1ccncc1 | -1 | 26 | -1 | 0.7 | 1 | 28 | 7 | -4 | 2 | 13
O=C(CN1C(=O)C2C3CCC(C3)C2C1=O)Oc1ccc2ccccc2c1 (stereo unspecified) | -20 | -11 | 3 | 0.0 | 1 | -64 | 3 | -4 | 4 | -18

High-throughput results (PubChem BioAssay)

The order is random (roughly 4.7% active in at least one column).
